KLK7 zymogen act: activates the human kallikrein-7 zymogen | P49862 | purified proKLK7, EDANS-DABCYL substrate fluorescence; 100% is mature enzyme control, 0% vehicle | activation, % at 7 µM | 0.9% of 370,000 active;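 active = activation above the mean of all tested compounds plus 3 SD, computed per campaign excluding outliers beyond control limits, cut at about 13% in these data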
Target sequence (P49862 whole entry, looked up): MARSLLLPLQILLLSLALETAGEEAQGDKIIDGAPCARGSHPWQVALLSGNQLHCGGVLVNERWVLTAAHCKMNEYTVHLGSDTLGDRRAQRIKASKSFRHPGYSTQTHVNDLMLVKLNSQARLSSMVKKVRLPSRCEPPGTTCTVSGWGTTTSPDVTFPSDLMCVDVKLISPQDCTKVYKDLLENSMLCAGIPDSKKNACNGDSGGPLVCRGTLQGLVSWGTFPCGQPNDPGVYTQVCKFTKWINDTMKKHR
UHRF1 MBD2 ctr: UHRF1 methyl-DNA binding inhibition; inhibition, % at 4.4 µM; Q96T88; 0.75% of 370,000 active; AID 687016; UHRF1 binding to methylated oligo, TR-FRET; in the data active = inhibition above about 21%;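 note: UHRF1 SRA domain binding a hemimethylated CpG hairpin DNA probe; 0% = median of test compound wells and 100% = reference inhibitor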
PRMT1 FP inh: blocks human protein arginine methyltransferase 1. recombinant PRMT1, activity-based probe fluorescence polarization. inhibition, % at 2.79 µM. 1.3% of 370,000 active;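 active = inhibition above about 21% made by adding two undisclosed values, limit read from the data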
Target sequence (Q99873 whole entry, looked up): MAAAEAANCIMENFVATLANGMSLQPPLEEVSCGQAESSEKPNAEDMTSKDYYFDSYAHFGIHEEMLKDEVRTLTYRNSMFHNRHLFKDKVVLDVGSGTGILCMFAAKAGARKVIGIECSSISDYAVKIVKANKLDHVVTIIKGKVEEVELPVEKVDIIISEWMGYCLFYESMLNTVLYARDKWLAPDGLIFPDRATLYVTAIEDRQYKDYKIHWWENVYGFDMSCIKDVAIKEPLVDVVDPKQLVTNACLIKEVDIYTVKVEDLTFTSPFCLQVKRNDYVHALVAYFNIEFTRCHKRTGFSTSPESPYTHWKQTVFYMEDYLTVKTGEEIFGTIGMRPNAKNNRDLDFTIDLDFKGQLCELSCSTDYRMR
TDP2 inh: TDP2 (human) inhibition, absorbance primary screen; recombinant TDP2, T5PNP hydrolysis, p-nitrophenol absorbance 415 nm; inhibition, % at 12.8 µM; 0.34% of 370,000 active; O95551;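 active = inhibition above the mean of all tested compounds plus 3 SD, set per campaign, cut at about 25% in these data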;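 note: 0% = DMSO with enzyme and 100% = buffer with substrate but no TDP2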
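System – recombinant human TDP2 · Quantity – TDP2 enzyme at 120 nM final · Doses – single concentration, 12.8 µM nominal, with 1% DMSO · Incubation – 2 h at 37 °C · Measured by – epi absorbance of p-nitrophenol freed from T5PNP by hydrolysis · Read-out – % inhibition relative to enzyme-containing and enzyme-free wells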
SIAE primary: human SIAE inhibition, primary screen | inhibition, % at 9.66 µM | SIAE FP-Rh probe binding, fluorescence polarization | 0.69% of 370,000 active | Q9HAT2;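 active = inhibition above a cutoff: mean of compounds within the control limits plus 3 SD of those, cut at about 17% in these data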;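 note: 0% = plate median of compound wells and 100% = probe without SIAE protein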
MBD2 inh: inhibitors of human MBD2 binding to methylated oligonucleotide; TR-FRET; AID 686964; inhibition, % at 4.4 µM; 0.31% of 370,000 active; in the data active = inhibition above about 13%
Target sequence (Q9UBB5 whole entry, looked up): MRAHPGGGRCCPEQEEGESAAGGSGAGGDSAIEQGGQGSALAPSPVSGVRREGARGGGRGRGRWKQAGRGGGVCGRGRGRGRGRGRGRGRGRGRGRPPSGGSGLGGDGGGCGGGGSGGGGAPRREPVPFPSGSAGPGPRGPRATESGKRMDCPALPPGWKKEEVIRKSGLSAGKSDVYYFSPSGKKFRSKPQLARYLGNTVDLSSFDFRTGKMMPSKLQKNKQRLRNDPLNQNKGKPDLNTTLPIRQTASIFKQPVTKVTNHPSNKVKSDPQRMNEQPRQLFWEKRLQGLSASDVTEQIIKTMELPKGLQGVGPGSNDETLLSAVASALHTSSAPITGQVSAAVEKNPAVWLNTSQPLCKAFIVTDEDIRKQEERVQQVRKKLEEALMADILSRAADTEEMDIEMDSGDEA
TCR CD3 inh: human TCR-CD3 binding inhibition | 0.37% of 360,000 active | AID 651800 | TAMRA-labeled TCR probe fluorescence, biochemical | inhibition, % at 9.4 µM; in the data active = inhibition above about 19%;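 note: recombinant mutant TCR 2C K166C tagged with TAMRA read by polarization; 0% = receptor in buffer alone and 100% = receptor with positive control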
LEDGF integ inh: blocks HIV-1 LEDGF/p75-dependent DNA integration. TR-FRET IN-LEDGF/p75 DNA integration, Eu/Cy5. inhibition, % at 3.7 µM. 0.64% of 370,000 active. AID 743269;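 active = inhibition above the screen-wide mean plus 3 SD, cut at about 13% in these data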;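 note: signal is the Cy5 over europium emission ratio at 671 and 618 nm; 0% = plate median of compound wells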
Tn7 DDE FP: inhibitors of Tn7 peptide binding to human fibrin DD(E); P02675; FP displacement of FITC-Tn7 peptide from fibrin DD(E); 0% = median of compound wells per plate; inhibition, % at 8.3 µM; 0.13% of 370,000 active; AID 720508;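 active = inhibition above the mean of compounds falling within the control limits plus 3 SD of them, cut at about 14% in these data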;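 note: 0% = plate median of compound wells and 100% = 10 µM Aha-Tn7 peptide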
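System: human fibrin DD(E); quantity: Fibrin-DD(E) at 2 µM final; also added: fluorescent Tn7 probe at 0.1 µM; compound dosing: single nominal test concentration of 8.3 µM per compound; schedule: 10 min preincubation, 3 h with tracer, room temperature; detection: fluorescence polarization of the labelled Tn7 tracer; repeats: one replicate per compound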
DDE Tn6 FP inh: inhibitors of Tn6 peptide binding to human fibrin DD(E) | Fibrin DD(E) TRITC-Tn6 fluorescence polarization displacement | 0.21% of 370,000 active | P02675 | inhibition, % at 8.3 µM | AID 720509;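 active = inhibition above a per-campaign cutoff: mean of compounds within control limits plus 3 SD, cut at about 15% in these data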;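 note: 0% = median of all compound wells on the plate and 100% = blocking peptide control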
An asterisk follows results filed as active; x = not tested or not shown.

KLK7 zymogen act	UHRF1 MBD2 ctr	PRMT1 FP inh	TDP2 inh	SIAE primary	MBD2 inh	TCR CD3 inh	LEDGF integ inh	Tn7 DDE FP	DDE Tn6 FP inh	canonical_smiles
-0.6	5.9	-2.4	-16.6	0.8	-1.7	-8.7	3.0	3.6	-3.8	Cc1ccc(C(=O)CSc2nnc(N)s2)c(C)c1
-0.7	-1.2	0.1	-1.5	2.8	-0.3	-1.6	-1.5	13.4	6.0	c1ccc(-c2nnsc2Sc2ccccn2)cc1
-0.8	0.8	-1.8	0.0	2.2	3.8	-1.6	0.5	2.4	1.3	CCS(=O)(=O)n1nc(-c2ccccc2)nc1N
0.4	-0.2	1.9	4.8	-0.4	3.3	7.5	4.6	1.7	-2.4	CC(C)C[C@H](NC(=O)C1CC(=O)N(c2ccc3c(c2)OCO3)C1)C(=O)NCc1ccco1 (stereo partly specified)
0.6	0.7	-2.3	-14.7	-87.5	-5.2	-0.6	2.6	-5.6	-21.2	CSc1cccc(NC(=O)/C=C/c2ccc(Cl)cc2)c1
-0.1	0.3	2.6	-3.2	9.4	0.8	0.9	-1.9	-2.1	-0.9	CCOc1cccc(N2C(=O)CC(N3CCN(c4ccc(S(=O)(=O)CC)cc4)CC3)C2=O)c1 (stereo unspecified)
-0.4	0.6	1.1	-9.3	12.8	0.8	-6.1	0.3	-4.8	-4.4	COc1ccc(-c2cc3ccccc3n2CC(O)CNC(CO)(CO)CO)cc1 (stereo unspecified)
0.7	1.0	-3.2	16.4	1.1	1.8	0.1	0.5	-0.5	-1.8	COc1ccccc1NC(=S)N1CCC(C(=O)c2ccc(F)cc2)CC1
-0.7	-0.7	1.9	7.4	1.3	3.4	-3.8	1.1	-0.8	-5.5	COC(=O)c1ccc2c(=O)[nH]c(COC(=O)CCC(=O)c3ccc(Cl)cc3)nc2c1
0.1	1.1	0.6	-11.7	-0.8	-0.8	-5.8	4.5	-3.4	0.6	Clc1ccc(CN2C3=NCCCN3c3ccccc32)c(Cl)c1
-39.4	3.0	-0.4	3.1	-0.9	4.0	-9.2	1.3	-3.0	2.8	CC(C)(C)C(=O)N1N=C(c2ccc(NS(C)(=O)=O)cc2)CC1c1cccs1 (stereo unspecified)
0.5	-1.6	-2.3	4.3	9.4	-0.3	7.0	-3.3	0.3	0.4	CCOC(=O)n1ccc(C(=O)Nc2ccccc2F)n1
0.2	-5.6	1.6	-0.3	0.4	-1.4	-1.0	6.6	1.8	6.9	Cc1ccc(NC(=O)CCN2CCc3ccccc3C2)cc1
-0.1	-7.9	1.7	0.3	11.6	-1.9	-5.7	-0.6	11.3	-0.5	NC(=O)C1=C[C@@H](c2ccccc2)C[C@@H](OCCCCO)O1
0.9	1.0	0.8	-3.8	x	-1.3	-4.0	4.1	-4.8	4.4	CN1CCN(S(=O)(=O)c2ccc3[nH]c(=O)oc3c2)CC1
0.0	1.9	2.3	4.3	-1.9	4.3	-11.1	-4.5	5.6	2.9	O=C(CSc1n[nH]c(-c2cccs2)n1)N1CCCC1
-0.8	-1.4	-0.3	-1.0	1.2	-6.5	-3.9	4.9	2.4	0.5	COc1ccc(-c2noc(CCCCC(=O)N3CCN(c4cc(C)ccc4C)CC3)n2)cc1
0.0	1.9	0.8	-6.4	3.4	1.9	4.8	-2.3	2.5	-3.2	Cc1cc(C)c(NS(=O)(=O)c2ccc3c(c2)NC(=O)CC(=O)N3)c(C)c1
0.3	-2.2	-3.5	3.7	-3.2	-4.4	3.9	3.0	-2.2	-0.7	Cc1nonc1NC(=O)CSc1cn[nH]n1
0.5	-1.9	23.3*	5.7	4.4	5.0	8.0	1.4	4.1	4.7	O=C(CCCc1nc2ccccc2s1)N1CCN(c2ccccc2)CC1
0.5	-2.9	-1.8	3.7	-8.0	-6.1	-2.2	2.1	-3.0	-6.9	CC(=O)Nc1ccc(NC(=O)CSc2ccc(-c3sc(C)nc3C)nn2)cc1
0.4	0.4	-3.6	1.0	4.3	2.8	-2.6	1.4	-7.1	-1.6	O=C(NCCc1ccc(F)cc1)N1CCOCC1
0.0	-1.7	0.2	-1.5	-1.2	4.8	3.0	-2.2	0.5	0.9	CN(C(=O)CCc1cn(C)c2ccccc12)c1ccc(Oc2cccnc2)cc1
0.4	-3.4	-2.9	10.2	-77.3	-3.3	4.4	-1.2	-2.4	-1.5	CC(C)(C)OC(=O)[C@H](Cc1ccccc1)NC(=O)c1[nH]cnc1C(=O)Nc1cccc(Cl)c1
0.0	5.3	5.0	-9.9	-3.9	4.5	-9.9	-8.8	-7.3	-7.9	Cc1ccc(C(=O)NC2CCCc3ccccc32)cc1[N+](=O)[O-] (stereo unspecified)
-1.9	2.5	1.7	-1.1	1.5	-4.0	1.5	2.5	-2.2	-8.2	c1cn2c(-c3ccc(N4CCOCC4)cc3)cncc2n1
0.4	7.6	10.6	-3.1	-1.7	2.1	0.1	6.9	-1.9	-4.4	C[C@@H]1O[C@@H](O[C@H]2[C@H](O)[C@@H](O)[C@H](Oc3c(-c4ccc(O)c(O)c4)oc4cc(O)cc(O)c4c3=O)O[C@@H]2CO)[C@H](O)[C@H](O)[C@H]1O
0.4	3.7	12.0	-3.4	0.4	-0.5	-0.9	0.4	-5.4	1.1	Cc1ccc(-c2nn[nH]n2)o1
0.5	22.3*	3.8	-5.3	1.1	16.0*	2.5	-2.7	1.2	-2.1	O=C(NCc1ccccn1)c1c(-c2ccccc2)sc2ccccc12
0.0	4.2	3.7	0.3	1.7	6.3	-7.6	0.0	-1.2	-0.3	Cc1nn(C(=O)N2CCCCC2)c(C)c1CN1C(=O)c2ccccc2C1=O

Pulled one by one from the list above (3):
KLK7 zymogen act	UHRF1 MBD2 ctr	PRMT1 FP inh	TDP2 inh	SIAE primary	MBD2 inh	TCR CD3 inh	LEDGF integ inh	Tn7 DDE FP	DDE Tn6 FP inh	canonical_smiles
0.5	-1.9	23.3*	5.7	4.4	5.0	8.0	1.4	4.1	4.7	O=C(CCCc1nc2ccccc2s1)N1CCN(c2ccccc2)CC1
0.0	1.9	2.3	4.3	-1.9	4.3	-11.1	-4.5	5.6	2.9	O=C(CSc1n[nH]c(-c2cccs2)n1)N1CCCC1
0.3	-2.2	-3.5	3.7	-3.2	-4.4	3.9	3.0	-2.2	-0.7	Cc1nonc1NC(=O)CSc1cn[nH]n1

Back to the main list with the 3 entries that preceded the break.
KLK7 zymogen act	UHRF1 MBD2 ctr	PRMT1 FP inh	TDP2 inh	SIAE primary	MBD2 inh	TCR CD3 inh	LEDGF integ inh	Tn7 DDE FP	DDE Tn6 FP inh	canonical_smiles
0.4	3.7	12.0	-3.4	0.4	-0.5	-0.9	0.4	-5.4	1.1	Cc1ccc(-c2nn[nH]n2)o1
0.5	22.3*	3.8	-5.3	1.1	16.0*	2.5	-2.7	1.2	-2.1	O=C(NCc1ccccn1)c1c(-c2ccccc2)sc2ccccc12
0.0	4.2	3.7	0.3	1.7	6.3	-7.6	0.0	-1.2	-0.3	Cc1nn(C(=O)N2CCCCC2)c(C)c1CN1C(=O)c2ccccc2C1=O
0.3	2.0	-0.1	-12.1	1.1	-1.7	-7.3	-4.0	-0.3	-1.9	Cc1cccc(N2CCN(C(=O)Cc3ccccc3[N+](=O)[O-])CC2)c1C
0.5	8.2	1.6	-14.4	-1.4	0.9	2.2	4.2	-0.5	-7.3	COC(=O)c1[nH]c2ccc(Br)cc2c1NC(=O)C(C)N1CCN(C2CCCCC2)CC1 (stereo unspecified)
-0.6	0.3	2.1	-2.1	-5.2	4.5	3.1	-4.6	8.1	6.8	O=[N+]([O-])/C(C(=C(Cl)Cl)N1CCOCC1)=C1\NCCO1
2.5	0.6	0.9	11.6	3.5	-6.6	0.7	1.3	0.9	1.7	Cc1ccc(S(=O)(=O)NN2C(=O)c3ccccc3NC2c2ccccc2F)cc1 (stereo unspecified)
0.4	1.5	-4.6	-10.5	-3.5	2.7	-3.3	-0.5	-3.6	-3.3	CN(c1ccccc1)S(=O)(=O)c1ccc(C(=O)NCc2cccnc2)cc1
0.8	-0.5	-0.2	10.2	2.9	-0.6	-0.2	1.8	5.4	-3.4	C=CCn1c(C)cc(C(=O)CSc2nnc(C3CC3)n2C2CC2)c1C
-0.3	0.2	2.1	-8.9	-3.0	0.4	-3.4	-5.4	0.6	-7.3	Cc1ccc(S(=O)(=O)Nc2c(C)cc(C)nc2Cl)cc1
-0.4	3.0	-0.4	-3.2	-7.0	2.1	-4.9	-1.0	4.1	-0.3	C=CCNC(=O)COc1ccc(S(=O)(=O)NC2CCCCC2)cc1
0.5	-2.4	0.6	2.5	-2.9	-2.0	11.6	0.2	2.3	-7.2	CCCN(C(=O)CSc1nnc(N)s1)c1c(N)n(Cc2ccccc2)c(=O)[nH]c1=O
0.3	0.0	-2.5	5.8	8.8	2.3	-3.7	-0.8	-4.8	-3.7	CCc1ccc(OCC(=O)OCC(=O)c2c(N)n(C)c(=O)n(C)c2=O)cc1
-0.8	1.5	-2.0	-4.9	-4.1	1.7	8.7	-1.2	4.2	-4.0	O=C(NCc1ccc2c(c1)OCO2)C1CCN(c2ncccn2)CC1
-0.3	-0.4	3.4	-3.8	3.1	-2.5	-3.3	-0.7	-2.5	-10.0	O=S(=O)(c1cccc2nonc12)N1CCCCC1
0.4	2.1	3.2	0.5	-3.2	-4.7	-5.5	0.7	3.6	-2.4	Cc1ccc(C2CN(C)C3(C(=O)Nc4ccccc43)C23COc2ccccc2C3=O)cc1 (stereo unspecified)
-13.9	0.3	1.6	8.6	1.0	0.9	3.4	-4.0	8.3	0.3	O=C(/C=C/c1ccc2c(c1)OCO2)NCCS(=O)(=O)N1CCN(c2ccccc2)CC1
0.5	-1.6	-2.6	5.3	3.4	4.2	4.7	3.6	0.8	7.7	O=C(Cn1c(=O)n(-c2ccccc2)c(=O)c2sccc21)NCc1ccccc1
0.4	0.0	0.0	11.1	-1.3	-2.1	-0.2	1.7	1.7	4.1	Cc1cc2c(=O)n(C)c(SCC(=O)Nc3cccc(O)c3)nc2s1
-0.5	-3.3	-1.9	0.0	-1.3	-8.7	3.6	-4.0	4.1	8.3	Cc1ccc(NC(=O)CCNS(=O)(=O)c2ccccc2)c(C(=O)c2ccccc2)c1
-0.2	3.8	4.1	-6.8	0.6	-0.5	0.0	-7.9	-4.9	2.2	O=C(COC(=O)c1ccc2ccccc2n1)c1ccccc1
0.4	-0.1	-0.5	5.0	1.3	2.3	-8.1	3.0	-6.8	11.7	CC(C)CN1CC(C)C(=O)N(c2ccccc2)C1=S (stereo unspecified)
-0.2	6.3	-4.1	-6.8	-1.7	3.0	3.8	3.8	-2.2	-8.5	O=C(CN1C(=O)c2ccccc2C1=O)OCCOCCN=C1NS(=O)(=O)c2ccccc21
1.1	-3.3	-3.0	7.1	2.4	1.3	7.9	2.9	-3.5	3.6	CC(C)CCNC(=O)COc1cccc2c1OC(C)(C)C2

Assay outcomes from PubChem BioAssay.
